# Screening data as filed in PubChem BioAssay.
# GLS inh: blocks human kidney-isoform glutaminase activity. O94925. Potency, µM (series often up to 45.5 µM), for inactives: at the top dose activity change, negative = inhibition, hits mostly inhibitors. GLS enzymatic activity, qHTS titration. actives 0.21% (n = 410,000); further: potency means the concentration at half of the fitted maximal effect; on the % scale 0 is the no-effect control and ±100 the full control effect
#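 hKGA in 45 mM KH2PO4 pH 8.2, 0.02% Tween-20 with pin-transferred compounds; 1 mM L-glutamine (stock) plus glutamate oxidase/HRP/Amplex Red coupling added. Fluorescence read initially and after 30 min at RT.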
# HP1b binding inh: HP1-beta chromodomain-methylated histone interaction inhibition. P83916. actives 0.56% (n = 390,000). Potency, µM (highest dose often 114 µM), for inactives: at the highest dose activity change, negative = inhibition, actives largely listed as inhibitors. AlphaScreen HP1-beta / biotin-H3K9me3 peptide binding; further: potency means the concentration at half of the fitted maximal effect; nearly all actives have a fitted effect of over 70% in size; inactives centre near 23
#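 HP1-beta protein (50 nM final) preincubated 30 min at room temperature with biotinylated H3(1-18)K9me3 peptide (50 nM) in PBS pH 7.4, 0.01% Tween-20, then compound added for 30 min. AlphaScreen streptavidin donor/nickel chelate acceptor beads (10 ug/mL final), 30 min dark, luminescence read.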
# PI4K2A inh: blocks human PI4K2A kinase activity | Q9BTU6 | purified PI4K2A, ADP-Glo luminescence, 1 h; stronger effect = lower value | activity change, negative = inhibition, % at 76.9 µM | actives 0.13% (n = 420,000) | AID 1346378; in the data active means activity change below about -50%; inconclusive means mostly about -30% to -49%;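 further: -100% = wells without enzyme as full effect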
# Target sequence (Q9BTU6 whole entry, looked up): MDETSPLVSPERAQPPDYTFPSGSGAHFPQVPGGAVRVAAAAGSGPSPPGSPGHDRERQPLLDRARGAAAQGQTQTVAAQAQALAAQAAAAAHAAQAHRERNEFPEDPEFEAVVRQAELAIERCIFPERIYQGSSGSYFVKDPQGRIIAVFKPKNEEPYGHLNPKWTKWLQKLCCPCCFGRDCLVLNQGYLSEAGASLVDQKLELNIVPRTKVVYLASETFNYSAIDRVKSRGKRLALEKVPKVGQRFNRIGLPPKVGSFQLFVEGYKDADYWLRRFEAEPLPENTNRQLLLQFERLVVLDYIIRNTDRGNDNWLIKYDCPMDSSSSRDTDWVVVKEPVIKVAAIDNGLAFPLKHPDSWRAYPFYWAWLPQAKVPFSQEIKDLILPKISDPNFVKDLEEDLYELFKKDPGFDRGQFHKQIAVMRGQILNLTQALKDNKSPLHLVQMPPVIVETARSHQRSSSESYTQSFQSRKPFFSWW
#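 In this quantitative HTS, ADP production by PI4K2A was quantified luminescently after 1 h at ambient temperature; 100 microM adenosine served as plate-quality control.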
# Pin1 inh: inhibitors of human Pin1. Pin1 FP peptide displacement, HiFluor488, 10 min. Potency, µM (series often up to 115 µM), for inactives: at the top dose activity, negative = inhibition, most hits filed as inhibitors. actives 0.009% (n = 390,000). AID 504891; active means well fitted inhibition curve with a large enough effect in the polarisation, with a control signal flat, not every such curve was filed as active; inconclusive means small, poorly fitted or top-dose-only effect, or effect the other way, or a change in a side signal; inactive means no such curve, though single readings can be large or run the other way; the % refers to the polarisation; further: potency means the concentration at half of the fitted maximal effect; on the % scale 0 is the no-effect control and ±100 the full control effect
# Target sequence (Q13526 whole entry, looked up): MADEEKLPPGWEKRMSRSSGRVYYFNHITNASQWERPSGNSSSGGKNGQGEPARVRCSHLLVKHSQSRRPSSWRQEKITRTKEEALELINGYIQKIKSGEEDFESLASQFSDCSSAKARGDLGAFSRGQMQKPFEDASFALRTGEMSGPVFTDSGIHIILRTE
# Pol eta inh: blocks human DNA polymerase eta activity; Q9Y253; recombinant Pol eta, fluorescent DNA replication assay; Potency, µM (top dose mostly 114 µM), for the others: at the highest dose activity change, negative = inhibition, actives largely listed as inhibitors; actives 1.2% (n = 390,000); AID 588591; further: potency means the concentration at half of the fitted maximal effect; on the % scale 0 is the no-effect control and ±100 the full control effect
#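 Pol eta (10 nM) was preincubated with compounds for 15 min at room temperature, after which fluorescent replication substrate (50 nM final) was added to start the reaction. Fluorescence was read kinetically at 0 and 10 min.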
# JMJD2A Tudor: inhibitors of human JMJD2A Tudor domain | O75164 | AlphaScreen JMJD2A-Tudor / H3K4me3 peptide binding | Potency, µM (highest dose often 114 µM), without a hit: at the top dose activity change, negative = inhibition, most hits filed as inhibitors | actives 4.4% (n = 390,000) | AID 504339; further: potency means the concentration at half of the fitted maximal effect; on the % scale 0 is the no-effect control and ±100 the full control effect; nearly all actives have a fitted effect of over 50% in size
# G9a block: inhibitors of human histone lysine methyltransferase G9a; Q96KQ7; actives 8.8% (n = 350,000); G9a H3K9 monomethylation, AlphaScreen, 2 h; AID 504332; Potency, µM (highest dose often 102 µM), without a hit: at the highest dose activity, negative = inhibition, usual class: inhibitors; further: potency means the concentration at half of the fitted maximal effect; on the % scale 0 is the no-effect control and ±100 the full control effect; nearly all actives have a fitted effect of over 75% in size
# Target sequence (Q96KQ7 913-1193 limits assumed): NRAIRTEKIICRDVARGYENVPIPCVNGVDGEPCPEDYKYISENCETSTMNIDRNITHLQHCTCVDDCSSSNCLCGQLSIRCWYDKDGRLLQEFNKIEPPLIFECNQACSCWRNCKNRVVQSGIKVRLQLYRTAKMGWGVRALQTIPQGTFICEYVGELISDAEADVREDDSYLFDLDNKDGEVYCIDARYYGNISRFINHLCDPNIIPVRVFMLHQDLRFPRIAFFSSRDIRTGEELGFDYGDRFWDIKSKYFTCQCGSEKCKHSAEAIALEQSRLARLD
#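 Chemiluminescent proximity detection of H3K9 monomethylation, read after 10 min bead incubation in the dark. Reaction: 20 nM G9a, 500 nM biotin-H3K9 peptide, 20 uM SAM cofactor, 2 h, room temperature, following 15 min enzyme-compound preincubation.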
# * = called active by the depositor; i = inactive; u = inconclusive; x = no result given; & = joins results of further samples; [ ] = dose if it differs, or a comment. Unless noted, the call rests on the fitted dose curve; in most records, active means well fitted curve in the direction sought with a large enough effect; inconclusive means small, poorly fitted or top-dose-only effect, or another doubt; inactive means no such curve, though single readings can be large; an effect the other way counts as inactive or inconclusive. These rows are one share of the data, so the mix of outcomes need not match the whole.
# Start of the listing, in advance, 9 compounds:
mol	G9a block	JMJD2A Tudor	GLS inh	HP1b binding inh	PI4K2A inh	Pol eta inh	Pin1 inh
C=CCN1C(=O)C2(C(C(=O)OC)=C(N)Oc3c2c(=O)oc2ccccc32)c2ccccc21 (stereo unspecified)	x	-21%	x	-1%	x	x	-1%
COc1cccc(OC)c1-c1nn2c(-c3n[nH]c4c3CCC4)nnc2s1	x	-15%&-5%[57.1 µM]	x	13%&1%[57 µM]	x	x	u
CCOC(=O)N1CC(C)N(/[N+]([O-])=N/Oc2ccc([N+](=O)[O-])cc2[N+](=O)[O-])CC1C (stereo unspecified)	x	89µM*	x	-12%	x	x	-10%
Oc1ccc2c3c1O[C@H]1[C@@H](O)CC[C@@]4(O)C(C2)N(CC2CCC2)CCC314 (stereo partly specified)	31%[activator][12.7 µM]	x	3%	x	x	-5%[57.1 µM]	x
O=c1[nH]c(=O)n([C@H]2C[C@H](O)[C@@H](CO)O2)cc1/C=C/Br	17%[12.7 µM]	x	-4%	x	x	-2%[57.1 µM]	x
NC(=O)C1=CN(C2OC(COP(=O)(O)OP(=O)(O)OC[C@H]3O[C@@H](n4cnc5c(N)ncnc54)[C@H](OP(=O)(O)O)[C@@H]3O)C(O)C2O)C=CC1 (stereo partly specified)	11µM*	x	x	x	-1	x	x
N=C(N)c1ccc(CS(=O)(=O)F)cc1	-85%[59 µM]	x	x	x	-2	x	x
CCN1C[C@@]2(COC)C3[C@@H](OC)C4[C@@H]1C3([C@@H]1C[C@]3(O)[C@H](OC(=O)c5ccccc5)[C@@H]1[C@]4(OC(C)=O)[C@@H](O)[C@@H]3OC)[C@H](OC)C[C@H]2O	21%[59 µM]	x	x	x	0	x	x
CC(=O)OCC1=C(C(=O)O)N2C(=O)[C@@H](NC(=O)CCC[C@@H](N)C(=O)O)[C@H]2SC1	u	x	x	x	-18	x	x

# All compounds of this part, from the start:
mol	G9a block	JMJD2A Tudor	GLS inh	HP1b binding inh	PI4K2A inh	Pol eta inh	Pin1 inh
C=CCN1C(=O)C2(C(C(=O)OC)=C(N)Oc3c2c(=O)oc2ccccc32)c2ccccc21 (stereo unspecified)	x	-21%	x	-1%	x	x	-1%
COc1cccc(OC)c1-c1nn2c(-c3n[nH]c4c3CCC4)nnc2s1	x	-15%&-5%[57.1 µM]	x	13%&1%[57 µM]	x	x	u
CCOC(=O)N1CC(C)N(/[N+]([O-])=N/Oc2ccc([N+](=O)[O-])cc2[N+](=O)[O-])CC1C (stereo unspecified)	x	89µM*	x	-12%	x	x	-10%
Oc1ccc2c3c1O[C@H]1[C@@H](O)CC[C@@]4(O)C(C2)N(CC2CCC2)CCC314 (stereo partly specified)	31%[activator][12.7 µM]	x	3%	x	x	-5%[57.1 µM]	x
O=c1[nH]c(=O)n([C@H]2C[C@H](O)[C@@H](CO)O2)cc1/C=C/Br	17%[12.7 µM]	x	-4%	x	x	-2%[57.1 µM]	x
NC(=O)C1=CN(C2OC(COP(=O)(O)OP(=O)(O)OC[C@H]3O[C@@H](n4cnc5c(N)ncnc54)[C@H](OP(=O)(O)O)[C@@H]3O)C(O)C2O)C=CC1 (stereo partly specified)	11µM*	x	x	x	-1	x	x
N=C(N)c1ccc(CS(=O)(=O)F)cc1	-85%[59 µM]	x	x	x	-2	x	x
CCN1C[C@@]2(COC)C3[C@@H](OC)C4[C@@H]1C3([C@@H]1C[C@]3(O)[C@H](OC(=O)c5ccccc5)[C@@H]1[C@]4(OC(C)=O)[C@@H](O)[C@@H]3OC)[C@H](OC)C[C@H]2O	21%[59 µM]	x	x	x	0	x	x
CC(=O)OCC1=C(C(=O)O)N2C(=O)[C@@H](NC(=O)CCC[C@@H](N)C(=O)O)[C@H]2SC1	u	x	x	x	-18	x	x
N#C/C(=C/c1ccc(O)c(O)c1)C(N)=S	7.5µM*	x	x	x	-7	x	x
O=C(CCl)c1ccc(Cl)cc1Cl	x	x	9%	x	6	x	x
CCOC(=O)[C@]12Cc3cc(C)ccc3[C@H]1N(CCC(=O)OC)C(=O)c1ccccc12	x	x	13%	x	6	x	x
Cc1ccccc1-c1ccc2c(c1)CNCc1cnnn1-2	x	x	15%	x	-3	x	x
CCOC(=O)[C@]12Cc3cc(OC)ccc3[C@H]1N(C)C(=O)c1ccccc12	x	x	u	x	8	x	x
CCOC(=O)[C@]12Cc3cc(Cl)ccc3[C@H]1N(C(C)C)C(=O)c1ccccc12	x	x	45%[activator]	x	9	x	x
CCOC(=O)[C@]12Cc3ccccc3[C@H]1N(C(C)C)C(=O)c1ccccc12	x	x	0%	x	5	x	x
c1ccc2oc(-c3ccc4c(c3)CNCc3cnnn3-4)cc2c1	x	x	1%	x	-3	x	x
CCOC(=O)[C@]12Cc3cc(OC)ccc3[C@H]1N(C(C)C)C(=O)c1ccccc12	x	x	6%	x	13	x	x
CCc1cc(OC)c(C[C@H](C)N)cc1OC	x	x	-4%[99.4 µM]	x	i	x	x
COP(=S)(OC)Oc1ccc(S(N)(=O)=O)cc1	x	x	2%	x	-3	x	x
Cc1cccc(C)c1-n1nnnc1C(c1cccc2ccccc12)N1CCC2(CC1)C(=O)NCN2c1ccccc1 (stereo unspecified)	x	x	-13%	x	0	x	x
O=c1[nH]c2ccccc2n1C1CCN(C(c2nnnn2-c2ccc3c(c2)OCCO3)C2CC2)CC1 (stereo unspecified)	x	x	9%	x	0	x	x
CCCSP(=O)(OCC)SCCC	x	x	-1%[99.4 µM]	x	i	x	x
CSCCC(c1nnnn1C1CCCCC1)N1CCC2(CC1)C(=O)NCN2c1ccccc1 (stereo unspecified)	x	x	11%	x	-3	x	x
O=c1[nH]c2ccccc2n1C1CCN(Cc2ccc(-c3nc4ccccc4nc3-c3ccccc3)cc2)CC1	x	x	2%	x	-15	x	x
COc1ccc(CN2Cc3cc(-c4ccccc4)ccc3-n3nncc3C2)cc1	x	x	13%	x	-2	x	x
O=S(=O)(O)C(F)(F)C(F)(F)C(F)(F)C(F)(F)C(F)(F)C(F)(F)C(F)(F)C(F)(F)F	x	x	-2%[99.4 µM]	x	i	x	x
O=C1NCN(c2ccccc2)C12CCN(C(c1cccc3ccccc13)c1nnnn1C1CCCCC1)CC2 (stereo unspecified)	x	x	-13%	x	-3	x	x
CSCCC(c1nnnn1C1CCCC1)N1CCC2(CC1)C(=O)NCN2c1ccccc1 (stereo unspecified)	x	x	15%	x	-2	x	x
O=P(OC1=CCCCC1)(c1ccccc1)c1ccccc1	x	x	21%	x	-4	x	x
CCCCn1nnnc1C(CCc1ccccc1)N1CCC(n2c(=O)[nH]c3ccccc32)CC1 (stereo unspecified)	x	x	0%	x	-2	x	x
Cc1nc2cc(OC(=O)N(C)Cc3cccc(-c4ccncc4)c3)ccc2s1	x	x	5%	x	-5	x	x
O=C(CCc1ccccc1)N1Cc2cc(N3CCOCC3)ccc2-n2nncc2C1	x	x	-2%	x	-1	x	x
O=C1c2ccccc2-n2nnnc2C2c3ccccc3-n3nncc3CN12 (stereo unspecified)	x	x	-15%	x	0	x	x
NC(Cc1ccc(Cl)cc1)c1csc(Nc2ncccn2)n1 (stereo unspecified)	x	x	9%	x	-6	x	x
CCC(c1nnnn1Cc1ccccc1)N1CCC(n2c(=O)[nH]c3ccccc32)CC1 (stereo unspecified)	x	x	5%	x	0	x	x
CC1CN1c1cc2c(c3c1ccn3C)C1CCC2C1 (stereo unspecified)	x	x	20%	x	4	x	x
O=C1NCN(c2ccccc2)C12CCN(C(c1cccc3ccccc13)c1nnnn1Cc1ccccc1)CC2 (stereo unspecified)	x	x	-9%	x	2	x	x
Fc1cccc(-c2ccc3c(c2)CNCc2cnnn2-3)c1	x	x	2%	x	-4	x	x
O=c1[nH]c2ccccc2n1C1CCN(C(CCc2ccccc2)c2nnnn2-c2ccc3c(c2)OCCO3)CC1 (stereo unspecified)	x	x	7%	x	-5	x	x
CN(C)c1cccc(CN2CCN(c3ccccc3)CC2)c1	x	x	76%[activator]	x	0	x	x
COc1cccc(C(c2nnnn2C2CCCCC2)N2CCC3(CC2)C(=O)NCN3c2ccccc2)c1OC (stereo unspecified)	x	x	5%	x	-1	x	x
COc1cc(CC(C)N)cc2c1OCO2 (stereo unspecified)	x	x	2%[99.4 µM]	x	i	x	x
COc1cccc(C(=O)CCN[C@@H](C)[C@H](O)c2ccccc2)c1	x	x	-1%	x	5	x	x
COc1ccc2c(C(=O)c3ccc(Cl)cc3)c(C)n(CC(=O)O)c2c1	x	x	-7%	x	-5	x	x
O=P1(c2ccccc2)CC=CC1	x	x	-3%	x	1	x	x
COc1ccc(-c2ccc3c(c2)CNCc2cnnn2-3)cc1	x	x	3%	x	-2	x	x
O=c1[nH]c2ccccc2n1C1CCN(C(c2ccnc3ccccc23)c2nnnn2Cc2ccccc2)CC1 (stereo unspecified)	x	x	2%	x	1	x	x
O=c1[nH]c2ccccc2n1C1CCN(C(c2ccccc2)c2nnnn2Cc2ccccc2)CC1 (stereo unspecified)	x	x	-11%	x	14	x	x
CCCCn1nnnc1C(c1cccc2ccccc12)N1CCC2(CC1)C(=O)NCN2c1ccccc1 (stereo unspecified)	x	x	5%	x	3	x	x
Clc1cccc(N2Cc3cc(N4CCOCC4)ccc3-n3nncc3C2)c1	x	x	-2%	x	-1	x	x
CSCCC(c1nnnn1-c1ccc2c(c1)OCCO2)N1CCC2(CC1)C(=O)NCN2c1ccccc1 (stereo unspecified)	x	x	9%	x	-5	x	x
CN(C)CCc1c[nH]c2ccccc12	x	x	10%[147 µM]	x	i	x	x
CCOC(=O)[C@]12Cc3cc(OC)ccc3[C@H]1N(CCC(=O)OC)C(=O)c1cc(OC)ccc12	x	x	-25%	x	4	x	x
CC(C)CN1Cc2cc(N3CCCCC3)ccc2-n2nncc2C1	x	x	49%[activator]	x	-3	x	x
O=C(NC1CCCCC1)N1Cc2cc(-c3ccccc3)ccc2-n2nncc2C1	x	x	4%	x	0	x	x
CC(C)(C)n1nnnc1C(c1ccccc1)N1CCC2(CC1)C(=O)NCN2c1ccccc1 (stereo unspecified)	x	x	4%	x	0	x	x
COc1cc(CC(C)N)cc(OC)c1OC (stereo unspecified)	x	x	14%[99.4 µM]	x	i	x	x
COc1ccc(C(c2nnnn2C(C)(C)C)N2CCC3(CC2)C(=O)NCN3c2ccccc2)cc1 (stereo unspecified)	x	x	15%	x	-5	x	x
C[C@H]1COc2cccc(N3CCN(C)CC3)c2S(=O)(=O)N1	x	x	4%	x	1	x	x
CN(C)CCc1c[nH]c2cccc(O)c12	x	x	1%[99.4 µM]	x	i	x	x
O=C1NCN(c2ccccc2)C12CCN(C(c1ccccc1)c1nnnn1C1CCCC1)CC2 (stereo unspecified)	x	x	8%	x	-2	x	x
